JMJD2C inh: inhibitors of GASC-1 histone demethylase, primary screen, biochemical, fluorescence, DELFIA europium. Lysine-specific demethylase 4C (Homo sapiens), Q9H3R0. GST-JMJD2C(1-420) H3K9me3 demethylation. inhibition, % at 2.35 µM. 330,000 tested, 0.069% active. AID 2099, 2009;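 active means more than half of a compound's replicate wells show inhibition beyond 50%, single wells judged on their own value; inconclusive means some, but no more than half, of replicates pass 50% inhibition; inactive means no replicate passes 50% inhibition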;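 further: signal counts dimethyl H3K9 product captured on neutravidin plate; 0% = median of DMSO wells and 100% = 0.3 times that DMSO median; strong numbers were not always called active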
Target sequence (Q9H3R0 1-420 limits assumed): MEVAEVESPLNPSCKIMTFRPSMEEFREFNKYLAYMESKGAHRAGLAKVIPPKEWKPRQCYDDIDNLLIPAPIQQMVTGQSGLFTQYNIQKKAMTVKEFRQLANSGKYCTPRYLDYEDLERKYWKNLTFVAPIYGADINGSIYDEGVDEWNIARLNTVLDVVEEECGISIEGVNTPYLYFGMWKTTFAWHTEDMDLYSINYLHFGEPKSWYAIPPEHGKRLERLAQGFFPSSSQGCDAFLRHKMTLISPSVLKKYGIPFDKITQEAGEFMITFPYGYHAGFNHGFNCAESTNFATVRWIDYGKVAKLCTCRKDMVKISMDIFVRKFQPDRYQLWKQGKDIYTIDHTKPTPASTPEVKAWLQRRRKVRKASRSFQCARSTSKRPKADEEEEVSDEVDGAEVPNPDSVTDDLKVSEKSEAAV
CTSL1 counter: Fasciola hepatica cathepsin L1 inhibitors, primary screen, counter-screen for PFM18AAP inhibitor project, biochemical, QFRET, fluorogenic peptide substrate. recombinant F. hepatica cathepsin L1, Z-Leu-Arg-MCA fluorescence. inhibition, % at 5.96 µM. 300,000 tested, 0.49% active. AID 1906, 2009;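 active means inhibition above the mean of all tested compounds plus 3 SD, set per screening campaign, cut at about 17% in these data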;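 further: 0% = plate median of test compound wells and 100% = 1 µM Z-Phe-Ala-diazomethylketone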
TPT1 inh: Candida albicans TPT1 enzyme inhibitors, primary screen, biochemical, fluorescence polarization | tRNA 2'-phosphotransferase TPT1 (Candida albicans SC5314) | recombinant caTPT1, FP RNA substrate dephosphorylation | inhibition, % at 5 µM | 300,000 tested, 0.81% active;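 active means inhibition above the mean of all tested compounds plus 3 SD, set per screening campaign, cut at about 24% in these data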;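 further: plate controls were DMSO alone for no effect and ferristatin control at 100 nM for full effect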
PP1 inh: PP1-alpha phosphatase inhibitors, primary screen, counter-screen for PP5 inhibitor project, biochemical, fluorescence, OMFP substrate, single point; 320,000 tested, 0.9% active; purified PP1alpha; Serine/threonine-protein phosphatase PP1-alpha catalytic subunit (Homo sapiens), P62136; inhibition, % at 6.7 µM;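 active means inhibition above the mean inhibition of all tested compounds plus 3 SD, computed separately for each screening campaign, cut at about 15% in these data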
procasp3 activ: activators of human procaspase-3 D3A mutant, primary screen, biochemical, absorbance, PC-3 D3A mutant, single concentration | activation, % at 8.5 µM | Caspase-3 (Homo sapiens), P42574 | 330,000 tested, 0.11% active | AID 463141, 2010 | recombinant procaspase-3 D3A, Ac-DEVD-pNA absorbance 405 nm;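 active means activation above the mean of all tested compounds plus 3 SD, cut at about 21% in these data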;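 further: 0% = DMSO alone and 100% = DMSO wells spiked with extra 5 µM PC-3 D3A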
Target sequence (P42574 whole entry D9A/D28A/D175A): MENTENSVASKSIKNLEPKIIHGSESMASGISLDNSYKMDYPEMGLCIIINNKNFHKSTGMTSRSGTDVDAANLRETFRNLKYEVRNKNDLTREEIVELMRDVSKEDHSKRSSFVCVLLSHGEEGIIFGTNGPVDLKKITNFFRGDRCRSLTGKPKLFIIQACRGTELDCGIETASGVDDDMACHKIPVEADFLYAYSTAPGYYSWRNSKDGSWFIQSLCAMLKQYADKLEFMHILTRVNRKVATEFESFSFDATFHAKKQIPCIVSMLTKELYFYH
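Assay system – Procaspase-3 D3A mutant · Benchmarks – DMSO low control, extra-enzyme high control · Technique – 405 nm absorbance of p-nitroaniline, reads at 0 and 120 min · Doses – 8.5 µM nominal · Measure – % activation between DMSO and enzyme-spiked controls · Also added – Ac-DEVD-pNA chromogenic peptide substrate · Schedule – 1 h compound preincubation, 2 h substrate hydrolysis at 25 °C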
Efflux pump inh: inhibitors of Candida efflux pumps in yeast, primary screen, S. cerevisiae, Nile Red, multiplex. 330,000 tested, 0.44% active. S. cerevisiae Candida pump triplex. inhibition, % at 10 µM;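 active means plate passing quality check with inhibition over a set limit, or well fluorescence over plate mean plus 4 SD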;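 further: Nile Red retained in pooled yeast measured as flow cytometry median fluorescence; 0% = buffer negative control and 100% = Enniatin B positive control; higher means more Nile Red kept so more efflux inhibition; some compounds called inactive have numbers as strong as hits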
proCasp7 act: procaspase-7 activators, primary screen, counter-screen for procaspase-3 activator project, biochemical, absorbance, HTS, human | Caspase-7 (Homo sapiens), P55210 | recombinant procaspase-7, Ac-DEVD-pNA absorbance 405 nm; D23A/D198A/D206A triple mutant, cannot self-cleave; scale: DMSO 0, 5 µM enzyme 100 | activation, % at 8.5 µM | 330,000 tested, 0.093% active | AID 463210, 2010;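 active means percent activation above the screen-wide mean plus 3 SD, cut at about 25% in these data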
Target sequence (P55210 whole entry D23A/D198A/D206A): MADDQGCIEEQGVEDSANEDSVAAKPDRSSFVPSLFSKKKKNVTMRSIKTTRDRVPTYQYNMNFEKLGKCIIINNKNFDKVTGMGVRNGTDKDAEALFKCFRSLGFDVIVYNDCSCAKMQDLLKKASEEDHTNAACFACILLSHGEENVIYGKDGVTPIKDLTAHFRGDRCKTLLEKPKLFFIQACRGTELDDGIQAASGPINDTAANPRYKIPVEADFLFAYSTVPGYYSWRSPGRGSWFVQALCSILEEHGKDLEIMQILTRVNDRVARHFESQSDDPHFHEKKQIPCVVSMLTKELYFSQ
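System: Procaspase-7 triple mutant (PC-7 D3A); measure: % activation from two-timepoint absorbance difference, scaled to controls; times: 1 h compound preincubation, 2 h substrate cleavage, 25 °C; also added: Ac-DEVD-pNA substrate, 400 µM as added; measured by: Epi-absorbance of released pNA at 405 nm, two timepoints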
PP5 inh: PP5 phosphatase inhibitors, primary screen, biochemical, fluorescence | Serine/threonine-protein phosphatase 5 (Homo sapiens), P53041 | purified PP5c, OMFP substrate fluorescence | inhibition, % at 6.7 µM | 320,000 tested, 0.18% active;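 active means inhibition above the campaign's mean inhibition across all tested compounds plus 3 SD, cut at about 9.5% in these data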;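 further: 0% = DMSO only and 100% = 100 µM cantharidin control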
core dimer inh: inhibitors of HCV core protein dimerization, primary screen, biochemical, TR-FRET, high-throughput. TR-FRET GST/Flag-core106 dimerization, 1536-well. 300,000 tested, 0.33% active. inhibition, % at 5 µM;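 active means inhibition above the mean of all tested compounds plus 3 SD, set per screening campaign, cut at about 45% in these data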
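Assay system: Tagged HCV core106 pair (GST and Flag) | Buffer or medium: KF-containing HEPES buffer, pH 7.45, DTT, CHAPS, BSA | Also added: Eu donor and XL665 acceptor anti-tag antibodies | Dosing: One concentration, 5 µM, in 0.5% DMSO | Timing: 4 h at 22.5 °C | Technique: TR-FRET 671 and 617 nm emission | Repeats: Singlicate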
The depositor's hits bear a star. This is a random part of the collection; 2.9% or so of the library scored in one or more.

Start of the listing, in advance, two compounds:
COc1cc(N)c(Cl)cc1C(=O)OCC(=O)c1ccc2c(c1)NC(=O)CO2 was read as JMJD2C inh -5, CTSL1 counter 3, TPT1 inh 0, PP1 inh -4, procasp3 activ -19, Efflux pump inh -0.1, proCasp7 act 4, PP5 inh 1.0 and core dimer inh 8.
Screening Cc1cc(S(=O)(=O)N2CCCC2)ccc1OCC(=O)N1CCOCC1 returned JMJD2C inh 9, CTSL1 counter -2, TPT1 inh 0, PP1 inh -5, procasp3 activ 2, Efflux pump inh 0.0, proCasp7 act 10, PP5 inh 0.1 and core dimer inh -4.

Main list, from the first entry:
COc1cc(N)c(Cl)cc1C(=O)OCC(=O)c1ccc2c(c1)NC(=O)CO2 was read as JMJD2C inh -5, CTSL1 counter 3, TPT1 inh 0, PP1 inh -4, procasp3 activ -19, Efflux pump inh -0.1, proCasp7 act 4, PP5 inh 1.0 and core dimer inh 8.
Screening Cc1cc(S(=O)(=O)N2CCCC2)ccc1OCC(=O)N1CCOCC1 returned JMJD2C inh 9, CTSL1 counter -2, TPT1 inh 0, PP1 inh -5, procasp3 activ 2, Efflux pump inh 0.0, proCasp7 act 10, PP5 inh 0.1 and core dimer inh -4.
Screening CC(=O)C1=C(O)C(=O)OC1c1ccc(Cl)cc1 (stereo unspecified) returned JMJD2C inh 5, CTSL1 counter 1, TPT1 inh -2, PP1 inh -4, procasp3 activ 16, Efflux pump inh 0.0, proCasp7 act 10, PP5 inh -1.5 and core dimer inh -2.
For COc1cc(C(=O)c2c(C)c(CCC#N)n3ccccc23)cc(OC)c1OC the results were JMJD2C inh 16, CTSL1 counter 2, TPT1 inh 3, PP1 inh -2, procasp3 activ -15, Efflux pump inh 0.1, proCasp7 act -7, PP5 inh 0.5 and core dimer inh 5.
`O=C(NC1CCN(S(=O)(=O)c2ccc(F)cc2)CC1)C1CCCCC1` gave JMJD2C inh 1, CTSL1 counter -2, TPT1 inh 0, PP1 inh -2, procasp3 activ 7, Efflux pump inh -0.1, proCasp7 act 3, PP5 inh 0.4 and core dimer inh 2.
Screening CN1CCN(CCCNC(=O)c2cc3c(-c4ccc(Cl)cc4)nn(C)c3s2)CC1 returned JMJD2C inh -2, CTSL1 counter -3, TPT1 inh -1, PP1 inh -1, procasp3 activ 2, Efflux pump inh 0.1, proCasp7 act 1, PP5 inh 3.1 and core dimer inh 0.
`O=S(=O)(/N=C(/c1ccccc1)N1CCCCCC1)c1ccccc1` gave JMJD2C inh -5, CTSL1 counter 5, TPT1 inh -2, PP1 inh 2, procasp3 activ -1, Efflux pump inh 0.0, proCasp7 act 5, PP5 inh -1.2 and core dimer inh -1.
CSCCC(NC(=O)c1ccccc1)C(=O)N1CCN(C(C)=O)CC1 (stereo unspecified) was read as JMJD2C inh 0, PP1 inh -3, procasp3 activ -5, Efflux pump inh 0.1, proCasp7 act 10 and PP5 inh 2.7.
For Cc1ccc(N(CC(=O)NC2CCCCC2)C(=O)CNC(=O)c2ccco2)c(C)c1 the results were JMJD2C inh -1, CTSL1 counter -3, TPT1 inh -1, PP1 inh -1, procasp3 activ 5, Efflux pump inh 0.5, proCasp7 act 11, PP5 inh -0.3 and core dimer inh 9.
For CCCCN(C)CCNC(=O)CCn1nc(-c2ccc(Cl)cc2)ccc1=O the results were JMJD2C inh -16, CTSL1 counter 5, TPT1 inh 0, PP1 inh -3, procasp3 activ 9, Efflux pump inh 0.1, proCasp7 act -3, PP5 inh 0.7 and core dimer inh 1.
Screening CC(=O)c1cccc(NC(=O)CCC(=O)Oc2ccc(C)cc2)c1 returned JMJD2C inh -6, CTSL1 counter -5, TPT1 inh 0, PP1 inh 0, procasp3 activ -8, Efflux pump inh -0.1, proCasp7 act 5, PP5 inh -0.6 and core dimer inh -4.
`COc1ccc(C(=O)N2CCC3(CC2)NCCc2[nH]cnc23)cc1` gave JMJD2C inh -2, CTSL1 counter 0, TPT1 inh 3, PP1 inh -3, procasp3 activ 1, Efflux pump inh 0.1, proCasp7 act 2, PP5 inh 1.8 and core dimer inh -6.
Screening COc1ccc(CNC(=O)c2ccc(Br)o2)cc1 returned JMJD2C inh 6, CTSL1 counter -1, TPT1 inh 0, PP1 inh 2, procasp3 activ 11, Efflux pump inh 0.0, proCasp7 act 4, PP5 inh 1.9 and core dimer inh -14.
Cc1nc([N+](=O)[O-])c(C(=O)OCc2ccccc2F)n1C was read as JMJD2C inh 5, CTSL1 counter -2, TPT1 inh 2, PP1 inh -1, procasp3 activ 1, Efflux pump inh -0.2, proCasp7 act 3, PP5 inh 0.5 and core dimer inh 0.
For Cc1nn(C)c(Oc2ccc(Cl)cc2)c1C=O the results were JMJD2C inh -9, CTSL1 counter 1, TPT1 inh 1, PP1 inh -5, procasp3 activ -7, Efflux pump inh 0.1, proCasp7 act 0, PP5 inh -0.7 and core dimer inh -10.
CN1C(=O)NC(c2ccc(O)cc2)C2=C1CN(c1ccc(O)cc1)C2=O (stereo unspecified) was read as JMJD2C inh -20, CTSL1 counter -2, TPT1 inh 3, PP1 inh -3, procasp3 activ 0, Efflux pump inh 0.1, proCasp7 act -12, PP5 inh 0.2 and core dimer inh 0.
`N#CC1=C(N)Oc2n[nH]c(-c3ccccc3)c2C1c1cccnc1` (stereo unspecified) gave JMJD2C inh 23, CTSL1 counter 2, TPT1 inh 1, PP1 inh -8, procasp3 activ -2, Efflux pump inh 0.1, proCasp7 act 7, PP5 inh 0.5 and core dimer inh 0.
For Cc1cccc(/N=C/c2c(O)[nH]c3ccccc23)n1 the results were JMJD2C inh -15, CTSL1 counter 2, TPT1 inh 1, PP1 inh -1, procasp3 activ -4, Efflux pump inh 0.0, proCasp7 act 3, PP5 inh 1.1 and core dimer inh -14.
`Cc1ccc2c(c1)c1c(c(=O)n(-c3ccccc3)c(=O)n1CC(=O)NCC1CCCO1)n2C` (stereo unspecified) gave JMJD2C inh 8, CTSL1 counter 2, TPT1 inh 2, PP1 inh 3, procasp3 activ 0, Efflux pump inh -0.1, proCasp7 act -2, PP5 inh -0.5 and core dimer inh 1.
For CC1=C(C(=O)NC2CCCc3c2cnn3-c2cc(F)cc(F)c2)OCCO1 (stereo unspecified) the results were JMJD2C inh 0, CTSL1 counter -6, TPT1 inh 0, PP1 inh 0, procasp3 activ 6, Efflux pump inh 0.8, proCasp7 act 8, PP5 inh -1.1 and core dimer inh -8.
`Cc1cccc(NC(=O)C(=O)NNC(=O)c2ccc(C(C)(C)C)cc2)c1` gave JMJD2C inh 4, CTSL1 counter 4, TPT1 inh 0, PP1 inh 21*, procasp3 activ 3, Efflux pump inh -0.2, proCasp7 act 2, PP5 inh -2.5 and core dimer inh -11.
`CNc1ccccc(C(=O)/C=C/c2ccccc2OC)c1=O` gave JMJD2C inh -1, CTSL1 counter -2, TPT1 inh 14, PP1 inh 1, procasp3 activ -6, Efflux pump inh 0.0, proCasp7 act -10, PP5 inh 2.3 and core dimer inh 18.
Screening Cc1cc2c(cc1C)N(Cc1ccc(Cl)cc1)C1=NCCCN12 returned JMJD2C inh inconclusive, CTSL1 counter -2, TPT1 inh -2, PP1 inh -1, procasp3 activ 4, Efflux pump inh -0.2, proCasp7 act 8, PP5 inh 2.1 and core dimer inh 7.
Cc1ccc(NS(=O)(=O)c2cccc(C(=O)NCC(c3cccs3)N(C)C)c2)cc1 (stereo unspecified) was read as JMJD2C inh 2, CTSL1 counter 4, TPT1 inh 3, PP1 inh -6, procasp3 activ 4, Efflux pump inh 0.3, proCasp7 act 6, PP5 inh 1.1 and core dimer inh 4.
Screening CC(C)(C)c1ccc(C(=O)NNC(=O)Cc2ccccc2)cc1 returned JMJD2C inh 6, CTSL1 counter -3, TPT1 inh -5, PP1 inh -3, procasp3 activ 4, Efflux pump inh -0.1, proCasp7 act 0, PP5 inh 3.5 and core dimer inh -11.
`CSc1n[nH]c(-c2sccc2OCc2ccc(C)cc2)n1` gave JMJD2C inh 2, CTSL1 counter 0, TPT1 inh 0, PP1 inh -1, procasp3 activ -6, Efflux pump inh 0.0, proCasp7 act 5, PP5 inh 0.4 and core dimer inh 4.
Screening CC(=O)Nc1cccc(S(N)(=O)=O)c1C returned JMJD2C inh -5, CTSL1 counter 3, TPT1 inh -2, PP1 inh -4, procasp3 activ 12, Efflux pump inh -0.1, proCasp7 act 7, PP5 inh -4.2 and core dimer inh -4.
CCOc1ccc(CNC(=O)C2CCN(c3nnc(C)c4c(C)n(-c5ccc(C)cc5)nc34)CC2)cc1 was read as JMJD2C inh -11, CTSL1 counter 0, TPT1 inh 14, PP1 inh 10, procasp3 activ -3, Efflux pump inh -0.6, proCasp7 act 4, PP5 inh 4.5 and core dimer inh 12.
For C=CCn1c(SCC(=O)NC2CCS(=O)(=O)C2)nnc1-c1cc2c(s1)CCC(CC)C2 (stereo unspecified) the results were JMJD2C inh 16, CTSL1 counter 6, TPT1 inh -3, PP1 inh 3, procasp3 activ 3, Efflux pump inh -0.1, proCasp7 act 3, PP5 inh 0.7 and core dimer inh -2.
O=C(NCCc1ccc(F)cc1)c1cccc2c1C(=O)c1ccc(N3CCC(Cc4ccccc4)CC3)cc1S2(=O)=O was read as JMJD2C inh 0, procasp3 activ -3, Efflux pump inh 0.7 and proCasp7 act -15.
Screening COc1ccccc1NS(=O)(=O)c1cc(NC(=O)c2cc3ccccc3oc2=O)ccc1C returned JMJD2C inh 4, CTSL1 counter 2, TPT1 inh -3, PP1 inh 0, procasp3 activ 1, Efflux pump inh -0.1, proCasp7 act 7, PP5 inh -0.5 and core dimer inh 28.
For O=C(Oc1ccc2c(-c3ccccc3)cc(=O)oc2c1)c1cccs1 the results were JMJD2C inh 1, CTSL1 counter -1, TPT1 inh 0, PP1 inh -1, procasp3 activ -3, Efflux pump inh 0.2, proCasp7 act 7, PP5 inh 2.0 and core dimer inh 6.
`COc1ccc(NC(=S)N2CCC(Cc3ccccc3)CC2)cc1OC` gave JMJD2C inh -10, CTSL1 counter 1, TPT1 inh 1, PP1 inh -3, procasp3 activ -13, Efflux pump inh -0.3, proCasp7 act -20, PP5 inh -1.5 and core dimer inh 16.

Source: PubChem BioAssay (several laboratories)
